# Compound activity deposited in PubChem by several laboratories.
# GPR55 beta-arrestin – GPR55 agonists via beta-arrestin recruitment, primary screen, imaging, U2OS cells, beta-arrestin-GFP redistribution (AID 1961); U2OS GPR55 beta-arrestin-GFP redistribution imaging; higher % means a stronger effect; one-dose activation, % at 10 µM; EC50 in µM for titrated hits; 290,000 compounds, 0.048% hits;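 active = activation above 40% with more than 50 cells counted in the well; inconclusive = wells holding fewer than 50 cells, flagged as toxic or sparse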;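 also: U2OS osteosarcoma cells stably expressing GPR55 and beta-arrestin-GFP; plate controls were DMSO negative control for no effect and LPI positive control for full effect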
# HIV fusion peptide – inhibitors of HIV fusion peptide binding, primary screen, biochemical, uHTS, fluorescence dequenching (AID 1986). cell-free peptide binding, fluorescence dequenching, 30 min; higher % means a stronger effect. 290,000 compounds, 0.3% hits. one-dose inhibition, % at 20 µM; IC50 in µM for titrated hits; in the data active = inhibition mostly above about 52%, no sharp cut-off; inactive = mostly below about 76%; also: some results filed as inactive read as strong as hits
# Siah-1 displacement – Siah-1 peptide-binding antagonists, primary screen, biochemical, fluorescence polarization, rhodamine-plectin, uHTS (AID 1817); Siah-1 / rhodamine-plectin peptide fluorescence polarization; higher % means a stronger effect; displacement, % at 20 µM; hits with a dose series show IC50 in µM; 290,000 compounds, 0.02% hits;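 active = displacement of at least 50% at 20 µM, with a fluorescence ratio check between 0.3 and a set limit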;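 also: plate controls were Siah plus tracer with DMSO for no effect and tracer alone without Siah for full effect; strong numbers were not always called active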
# Dengue-2 NS5 capping – Dengue-2 NS5 methyltransferase inhibitors, primary screen, biochemical, confirmation dose response (AID 588689); inhibition, % at 25 µM; hits with a dose series show IC50 in µM; Dengue-2 NS5 methyltransferase capping enzyme assay, biochemical; higher % means a stronger effect; 340,000 compounds, 0.3% hits; in the data active = a potency from the dose series; inconclusive = inhibition above about 29% without an active follow-up result
# AID2073 – disruptors of CaV2.2 binding to Mint1 – biochemical, HTRF (AID 2073) | 290,000 compounds, 0.19% hits | HTRF protein-protein interaction, Mint1-CaV2.2; higher % means a stronger effect | one-dose inhibition, % at 20 µM; IC50 in µM for titrated hits; in the data active = inhibition mostly above about 51%, no sharp cut-off; inconclusive = no clear call, values can overlap the other calls; inactive = mostly below about 53%; also: some results filed as inactive read as strong as hits
# NTR1 ag – NTR1-driven beta-arrestin-GFP spot formation – imaging, U2OS cells, high content, primary screen (AID 493036). P30989. agonist mode. activation, % at 20 µM. 330,000 compounds, 0.17% hits;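 active = activation at or above 40% of the spot to cytoplasm intensity ratio, with at least 20 cells analyzed; inconclusive = wells under 20 cells, flagged as cytotoxic or low count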;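 also: 0% = DMSO without peptide and 100% = 100 nM NTR1 peptide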
# Target sequence (P30989 whole entry, looked up): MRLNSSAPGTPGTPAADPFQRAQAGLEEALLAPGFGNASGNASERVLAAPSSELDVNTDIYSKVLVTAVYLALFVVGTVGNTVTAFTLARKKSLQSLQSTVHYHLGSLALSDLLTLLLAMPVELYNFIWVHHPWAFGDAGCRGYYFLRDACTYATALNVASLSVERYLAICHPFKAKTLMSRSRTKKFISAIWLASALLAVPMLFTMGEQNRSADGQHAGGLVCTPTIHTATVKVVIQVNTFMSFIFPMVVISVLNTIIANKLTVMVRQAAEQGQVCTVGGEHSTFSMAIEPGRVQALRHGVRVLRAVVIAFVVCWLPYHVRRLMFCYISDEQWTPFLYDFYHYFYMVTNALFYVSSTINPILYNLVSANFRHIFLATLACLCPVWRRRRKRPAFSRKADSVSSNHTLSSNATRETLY
# GPR55 LPI antagonism – GPR55 antagonists blocking LPI-driven arrestin recruitment, primary screen, imaging, U2OS, beta-arrestin-GFP, LPI agonist (AID 2013); inhibition, % at 10 µM; hits with a dose series show IC50 in µM; 290,000 compounds, 0.13% hits; U2OS GPR55 beta-arrestin-GFP translocation imaging, LPI antagonism; higher % means a stronger effect;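 active = spots per cell inhibited over 60%, with over 100 cells counted and total cytoplasm intensity under 500,000; inconclusive = wells with under 100 cells, flagged as likely toxic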;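 also: U2OS cells stably carrying GPR55 and arrestin-GFP stimulated by 5 µM LPI near EC80; imaged beta-arrestin-GFP aggregate spots per cell after agonist stimulation; plate controls were LPI-stimulated DMSO wells for no effect and DMSO wells without LPI for full effect; some results filed as inactive read as strong as hits; confirmed hits need IC50 under 10 µM and bright autofluorescent wells are also inconclusive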
# GPR35 antagonists – inhibition of zaprinast-stimulated GPR35 beta-arrestin translocation – imaging, U2OS, beta-arrestin-GFP, zaprinast agonist, primary screen (AID 2058) | U2OS GPR35 beta-arrestin-GFP translocation imaging, zaprinast antagonism; higher % means a stronger effect | inhibition, % at 10 µM; hits with a dose series show IC50 in µM | 290,000 compounds, 0.052% hits;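 active = inhibition of at least 50% with at least 30 cells and total cytoplasm GFP at most 10,000,000; inconclusive = under 30 cells or total GFP of 10,000,000 plus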
# UTI89 phage lysis – protection from phage-mediated lysis, alamar blue read-out – E. coli UTI89, K1F phage, bacterial capsule biogenesis inhibitors (AID 488966); E. coli UTI89 K1F phage lysis, alamar blue, 2 h; higher % means a stronger effect; inhibition, % at 100 µM; hits with a dose series show IC50 in µM; 340,000 compounds, 0.02% hits;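 active = phage lysis inhibition, versus mean bacterial control, above a set limit; inconclusive = no clear call, values can overlap the other calls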;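 also: capsule biogenesis inhibitors block K1F phage lysis so surviving cells raise fluorescence; higher fluorescence means more inhibition of phage lysis; actives were called in the ten point dose series up to 300 µM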
# NTR1 ag cell count 20 µM – second read-out of NTR1 ag, no call of its own (marks repeat the call); cell count; measured here: cell count, cytotoxicity flag
# Dengue-2 NS5 capping pilot replicate – also measured in Dengue-2 NS5 capping; calls as there; inhibition, %; measured here: pilot screen replicate inhibition
# * marks the source's active call; other numbers are inactive results; ? = inconclusive; . = no result given; [ ] = another dose, or the depositor's remark.
SMILES,GPR55 beta-arrestin,HIV fusion peptide,Siah-1 displacement,Dengue-2 NS5 capping,AID2073,NTR1 ag,NTR1 ag cell count 20 µM,GPR55 LPI antagonism,GPR35 antagonists,UTI89 phage lysis,others
Cc1ccccc1CC1(CO)CCCN(C(=O)CCC(F)(F)F)C1 (configuration not stated),0.2%,29%,2%,-3%,9%,-0.2,65,11%,-5%,0.4%,Dengue-2 NS5 capping pilot replicate=3.9
CN(C)c1ccc(C(=O)NNC(=O)Nc2ccccc2)cc1,0.1%,-1.9%,-1%,-11%,-10%,1.2,26,4%,-12%,2.1%,
CC(Cc1ccccc1)NC(=O)/C=C/c1ccc([N+](=O)[O-])cc1 (configuration not stated),0.1%,1.1%,0%,-1%,38%,3.1,69,12%,-2%,1.3%[50 µM],
CCOC(=O)c1cc2c(ccn2C)n1CC(=O)N1C(C)CCCC1C (configuration not stated),0.6%,1.3%,-1%,1%,-14%,1.4,51,2%,7%,3.0%,
CCCCn1nc(C(=O)NC2=NCCS2)c2ccccc2c1=O,-0.2%,0.7%,-2%,-7%,-6%,-2.0,91,-4%,-4%,3.1%,
Cc1nnsc1S(=O)c1ccc(Br)cc1 (configuration not stated),-0.1%,0.2%,-2%,3%,-12%,0.2,55,13%,-6%,0.1%,
O=C(COC(=O)[C@@H]1CCCN1S(=O)(=O)c1ccc(Cl)cc1)NC1CC1,-0.1%,0.6%,11%,-2%,2%,-0.7,56,-2%,12%,2.6%[50 µM],
CNC(=O)c1[nH]cnc1C(=O)NCC(=O)OC(C)(C)C,0.4%,0.6%,4%,-6%,4%,-1.9,53,17%,11%,0.1%,
CC(C)n1c(CNC(=O)c2ccccc2)nc2ccccc21,-0.1%,-0.2%,2%,-14%,-7%,-0.8,62,5%,-5%,-0.2%,
O=C(c1cccs1)N1CCN(c2nnc(-c3ccccc3)c3ccccc23)CC1,-0.2%,2.2%,14%,-8%,-10%,0.3,62,-5%,8%,0.0%,
COc1cccc(C(=O)Nc2ccc(NC(=O)C3CC3)cn2)c1,0.0%,-0.5%,5%,1%,3%,-1.9,67,5%,-2%,-0.7%,
COc1ccc(/C=C2\Cc3ccccc3C2=O)cc1OC,0.2%,0.6%,0%,15%,17%,.,.,7%,11%,-1.5%[50 µM],
COc1ccccc1C1C(C#N)=C(N)Oc2c1oc(CO)cc2=O (configuration not stated),0.2%,4.4%,3%,-1%,-3%,3.4,68,12%,-12%,0.3%,
CC1(C)C2CCC1(C)C(OC(=O)C[n+]1ccccc1N)C2 (configuration not stated),-0.1%,-1.6%,1%,-13%,-1%,-0.2,57,-5%,-15%,0.2%,
O=C(NCc1ccccc1F)C1CCCN1C(=O)Nc1ccccc1 (configuration not stated),-0.1%,0.3%,1%,.,9%,-0.2,54,4%,-12%,-1.2%,
Cc1cc(C)n(-c2nc3c(c(=O)[nH]c(=O)n3C)n2C)n1,0.3%,1.6%,8%,-3%,-10%,-0.6,40,-2%,10%,-1.5%,
CC(=O)Oc1oc(-c2ccccc2)nc1C=Nc1ccc(N(C)C)cc1,0.9%,30%,-4%,?,35%,5.2,59,6%,-1%,-0.6%,
Cc1cc(C(=O)OCC(=O)NC(C)C)c2ccccc2n1,2.3%,-1.6%,1%,3%,6%,0.6,84,-2%,1%,2.2%,
COc1cccc(/C=N/N=C(\N)c2nonc2N)c1O,-0.1%,-4.3%,-6%,-5%,15%,1.1,42,-4%,-11%,-0.6%,
O=C(CN1c2cccc3cccc(c23)S1(=O)=O)Nc1ccccc1F,0.3%,-0.6%,10%,-2%,11%,1.1,45,6%,-6%,0.7%,
c1ccc(-n2nnnc2SCc2cn3ccccc3n2)cc1,-0.1%,-2.7%,-7%,8%,-2%,-1.7,73,12%,-16%,-0.5%,
COc1ccccc1C(=O)N(Cc1ccco1)C1CCS(=O)(=O)C1 (configuration not stated),-0.1%,-1.0%,-4%,2%,4%,-0.6,57,-1%,-6%,1.2%,
O=C1c2ccc(-c3ccc4c(c3)C(=O)N(CCO)C4=O)cc2C(=O)N1CCO,-1.9%,-0.7%,-1%,-4%,-1%,0.2,71,-3%,-6%,0.4%,
O=S(=O)(N1CCOCC1)N1CCCN(S(=O)(=O)N2CCOCC2)CC1,0.2%,-0.1%,-5%,1%,16%,-0.7,49,15%,-4%,1.3%[50 µM],
CCOc1ccc2nc(SCC(=O)NCc3ccc(S(N)(=O)=O)cc3)sc2c1,-0.1%,-0.3%,-3%,1%,12%,1.3,64,5%,-6%,0.2%,

# The list continues:
SMILES,GPR55 beta-arrestin,HIV fusion peptide,Siah-1 displacement,Dengue-2 NS5 capping,AID2073,NTR1 ag,NTR1 ag cell count 20 µM,GPR55 LPI antagonism,GPR35 antagonists,UTI89 phage lysis,others
O=C(Cn1nnc2ccccc2c1=O)Nc1ccc2c(c1)CCC2,-0.2%,-3.4%,-2%,2%,-1%,1.0,41,2%,-6%,2.4%,
COc1ccc(N2CCN(C(=O)c3ccc(N4C(=O)NC5CC4(C)Oc4ccccc45)cc3)CC2)cc1 (configuration not stated),0.0%,-2.0%,4%,2%,-11%,0.1,72,3%,4%,2.1%,
O=C(NNS(=O)(=O)c1ccc(F)cc1)c1ccc2c(c1)OCO2,-0.1%,-0.7%,-1%,-1%,-1%,-1.0,73,8%,12%,0.5%[50 µM],
OC1(c2ccc(Cl)c(Cl)c2)C[n+]2ccccc2N1Cc1ccccc1 (configuration not stated),1.1%,-0.9%,-3%,-6%,-4%,4.4,61,14%,-13%,2.9%,
O=C(Nc1sc2c(c1C(=O)NCCO)CCCC2)c1ccco1,0.5%,0.5%,-1%,-9%,17%,2.2,59,-4%,-2%,0.5%,
CC(C(=O)Nc1ccc(Cl)cc1)N1C(=O)NC2(CCCC2)C1=O (configuration not stated),-0.2%,-1.4%,-4%,-3%,1%,1.4,42,-15%,-16%,-1.3%,
COC(=O)c1ccc(CO/N=C/c2cccc([N+](=O)[O-])c2)cc1,-0.1%,0.5%,2%,-4%,4%,0.9,49,6%,6%,0.5%,
CCc1ccc(OCC(=O)N/N=C/c2cc([N+](=O)[O-])ccc2N2CCOCC2)cc1,-0.6%,-2.8%,5%,4%,-4%,20,75,-4%,-4%,0.3%,
Cc1ccc(NC(=O)N2CCC(O)(c3ccc(Cl)cc3)CC2)cc1,0.4%,-3.3%,-2%,7%,-11%,-0.6,84,3%,-11%,-1.7%,
Cc1nnc(SCC(=O)Nc2ccc3c(c2)COC3=O)n1-c1ccccc1,0.2%,-0.4%,0%,0%,-2%,4.5,50,-1%,1%,-1.1%,
COc1ccc(-c2nc3c4ccccc4ccn3c2C=O)cc1,-0.1%,3.4%,18%,-7%,0%,3.6,73,6%,-11%,0.2%,
CC(Sc1nc2ccccc2[nH]1)C(=O)Nc1ccccc1F (configuration not stated),0.0%,8.7%,-1%,-3%,-2%,1.4,46,-7%,11%,-0.1%,
Cc1cccc(-c2nsc(SCC(=O)NCc3ccc4c(c3)OCO4)n2)c1,-0.5%,1.4%,9%,-2%,6%,-0.8,49,-2%,-9%,0.2%,
O=S1(=O)CCN(C(CCO)c2cccc(C(F)(F)F)c2)CC1 (configuration not stated),0.1%,0.5%,0%,0%,-1%,3.0,67,-7%,-12%,0.0%,
COC(=O)CC1COc2ccccc2N1C(=O)c1cc(OC)c(OC)c(OC)c1 (configuration not stated),0.0%,1.1%,2%,-9%,-2%,0.0,86,-2%,0%,-0.2%,
CCOc1cccc2c1OC1(C)CC2NC(=O)N1c1cccc(F)c1 (configuration not stated),-0.1%,-2.2%,5%,-5%,0%,3.5,41,18%,-8%,1.0%,
COc1ccc(OC)c(C2C(C(=O)Nc3nc4ccccc4s3)=C(C)NC3=C2C(=O)CCC3)c1 (configuration not stated),-0.1%,-0.8%,0%,-8%,23%,0.3,27,9%,-8%,7.5%,
CS(=O)(=O)Nc1ccc(C2=NN(C(=O)c3ccco3)C(c3ccc(F)cc3)C2)cc1 (configuration not stated),-0.3%,-0.4%,0%,-8%,6%,4.1,84,19%,7%,-0.1%,
CN1C(=O)[C@H]2[C@@H](/C=C/c3ccccc3)N3C(=O)CN(Cc4ccc(-c5ccccc5)cc4)C(=O)[C@@]3(Cc3ccccc3)[C@H]2C1=O,-0.2%,-0.8%,-1%,-6%,2%,0.7,96,6%,-8%,0.9%,
COc1ccc(C2/C=C\CN(C(=O)C3CC3)CC(=O)N2Cc2ccc(F)cc2)cc1 (configuration not stated),-0.2%,-1.6%,8%,-4%,-4%,5.6,94,5%,-21%,0.7%,
CC(=O)NC1=NC(=O)CS1,-0.1%,1.4%,0%,-3%,-3%,0.4,76,25%,8%,-1.1%,
Cc1ccc(OCCCC(=O)N2CCOCC2)c(C)c1,0.4%,-2.7%,2%,5%,-4%,1.8,60,-12%,-9%,0.5%,
COc1cccc(-c2nc(NCCN3CCOCC3)c3ccccc3n2)c1O,0.2%,-5.6%,2%,-10%,0%,0.2,93,15%,2%,-0.1%,
COc1ccc(CCNC(=S)c2ccccc2)cc1OC,-0.1%,5.3%,-3%,-1%,7%,-0.2,101,-6%,2%,-0.2%,
Cc1nn(-c2ccccc2)c(C)c1C1C(C#N)=C(N)Oc2n[nH]c(C)c21 (configuration not stated),-0.4%,-2.2%,-7%,-7%,3%,0.9,75,2%,12%,1.9%,
COc1ccc(CNC(=O)Cn2nc(Cc3cccnc3)c3ccccc3c2=O)cc1,-0.1%,-1.0%,1%,-1%,-1%,2.9,88,-3%,-2%,-0.4%,
Cc1cc(C)c(C(=O)COC(=O)c2cccnc2Cl)c(C)c1,0.0%,2.5%,2%,-2%,-4%,0.0,39,11%,-18%,0.1%,
CC(OC(=O)CCN1C(=O)c2cccc([N+](=O)[O-])c2C1=O)C(=O)Nc1cc(Cl)cc(Cl)c1 (configuration not stated),-0.1%,1.7%,-3%,-3%,16%,4.4,28,2%,-4%,2.6%,
CN(CCOC(=O)c1ccccc1)Cc1ccccc1,0.1%,0.1%,5%,1%,2%,-2.3,52,3%,-1%,5.2%,
CC(=O)CS(=O)(=O)c1ccc(Oc2ccc(S(=O)(=O)CC(C)=O)cc2)cc1,-0.4%,11%,20%,.,21%,-0.8,50,9%,-20%,0.2%,
